High-throughput results as filed in PubChem BioAssay.
Lmaj promast: reduces viability of Leishmania major promastigotes. resazurin fluorescence viability. inhibition, % at 10 µM. 200,000 tested, 9% active;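 further: promastigotes grown with compound for 44 hours at 28 °C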
Hsp70 activator: Hsp70 transcriptional activation, primary screen; HeLa Hsp70 promoter luciferase reporter, luminescence; scaled: vehicle 0, proteasome-inhibitor control 100%; activation, % at 10 µM; 200,000 tested, 0.04% active;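 active means activation above the mean across all tested compounds plus 3 SD, cutoff set per campaign, cut at about 5.5% in these data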;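 further: 100% = MG132 at 30 µM as the positive control and 0% = DMSO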
PMI act satM6P: PMI (human) activation, high substrate | 190,000 tested, 0.34% active | activation factor at 20 µM | P34949 | coupled PMI enzyme assay, resazurin fluorescence, 20 min; stronger effect = higher value; 1 = untreated enzyme, 0 = substrate-free blank;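 active means activation factor of 2 or more at 20 µM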
Target sequence (P34949 whole entry, looked up): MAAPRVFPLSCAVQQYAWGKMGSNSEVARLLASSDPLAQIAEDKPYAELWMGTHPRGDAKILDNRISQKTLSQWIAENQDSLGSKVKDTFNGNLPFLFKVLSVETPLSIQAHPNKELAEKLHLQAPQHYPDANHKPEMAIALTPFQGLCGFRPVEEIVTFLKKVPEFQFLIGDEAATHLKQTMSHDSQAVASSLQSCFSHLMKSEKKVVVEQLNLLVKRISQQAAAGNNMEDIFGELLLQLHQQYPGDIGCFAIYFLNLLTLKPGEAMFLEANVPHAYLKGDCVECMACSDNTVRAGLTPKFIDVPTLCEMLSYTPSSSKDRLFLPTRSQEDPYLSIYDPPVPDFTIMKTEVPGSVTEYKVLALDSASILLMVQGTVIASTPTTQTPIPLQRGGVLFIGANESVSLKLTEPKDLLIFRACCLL
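test system = human PMI in coupled enzyme assay | medium = HEPES-buffered pH 7.4 with magnesium and detergent | also added = 1.0 mM mannose-6-phosphate substrate with 0.22 mM NADP+ | compound = 20 µM single dose | times = 20 min incubation at room temperature | measured by = resorufin fluorescence (Ex 544/Em 590 nm) from resazurin via diaphorase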
G6PDH CS: counter-screen for G6PDH assay hits: L. mesenteroides G6PDH inhibition; Purified L. mesenteroides G6PDH, diaphorase/resazurin coupled fluorescence, 45 min; 200,000 tested, 0.12% active; inhibition, % at 5 µM
PMI act: activators of human phosphomannose isomerase; purified human PMI, coupled resazurin fluorescence, 20 min; stronger effect = higher value; 1 = vehicle control, 0 substrate-free wells; P34949; 190,000 tested, 0.005% active; activation factor at 20 µM; AID 1214;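 active means activation factor of 2 or more at 20 µM, relative to plate controls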
Diaphorase act: diaphorase activation or chemical reduction counter-screen | Diaphorase/resazurin coupled assay, resorufin fluorescence, 16 min; stronger effect = higher value; 1 = vehicle wells, 0 = NADH-free wells | activation factor at 20 µM | 190,000 tested, 0.005% active | AID 1229;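 active means diaphorase activity raised at least twofold by the compound at 20 µM; inactive means activation factor below 2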
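Assay system: bacterial diaphorase enzyme (C. kluyveri) / Input: enzyme 0.07 U/mL final / Medium: 50 mM HEPES pH 7.4 with 4.542 mM MgCl2, 0.005% Tween 20 / Doses: single compound dose of 20 µM, 1% DMSO final / Incubation: 16 min enzyme reaction, ambient temperature / Signal: fluorescence, excitation 544 nm and emission 590 nm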
S1P3 antagonist: antagonists of human S1P3 receptor; 170,000 tested, 0.27% active; AID 485; inhibition, % at 4.98 µM; CHO S1P3 NFAT-BLA reporter, FRET fluorescence, antagonist mode; Q99500;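 active means inhibition above the plate cutoff, the mean inhibition of test wells on that plate plus 3 SD, cut at about 28% in these data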;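 further: cells challenged with S1P at its EC80 of 0.8 µM; blue over green emission ratio from cleaved BLA substrate after 4 h stimulation; 0% = S1P-stimulated wells and 100% = unstimulated DMSO-only wells; some compounds past the cut are filed as inactive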
Target sequence (Q99500 whole entry, looked up): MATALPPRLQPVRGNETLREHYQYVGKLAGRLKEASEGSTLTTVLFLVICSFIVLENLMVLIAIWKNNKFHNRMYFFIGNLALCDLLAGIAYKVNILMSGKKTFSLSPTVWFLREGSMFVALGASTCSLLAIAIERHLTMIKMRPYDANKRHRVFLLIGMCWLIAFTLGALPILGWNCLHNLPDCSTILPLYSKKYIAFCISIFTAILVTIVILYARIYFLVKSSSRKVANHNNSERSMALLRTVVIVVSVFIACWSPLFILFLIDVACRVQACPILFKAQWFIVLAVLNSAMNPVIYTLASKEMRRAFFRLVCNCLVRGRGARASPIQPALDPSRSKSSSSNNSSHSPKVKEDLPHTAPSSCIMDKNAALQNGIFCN
TLR4-MyD88 BLA: TLR4-MyD88 interaction inhibition in cells. O00206+Q99836. HeLa CL3-4 TLR4/MyD88 BLA complementation, FRET ratio. inhibition, % at 8.4 µM. 200,000 tested, 0.18% active; in the data active means inhibition above about 25%;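 further: 0% = vehicle and 100% = reference inhibitor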
RAM network inh: inhibitors of the yeast RAM network; S. cerevisiae dse1pr::URA3 reporter, 5-FOA growth OD615, 2 d; analog-sensitive cbk1-as2 kinase mutant strain; inhibition, % at 50 µM; 190,000 tested, 1.8% active;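 active means inhibition above a set limit, 3 SD over mean compound inhibition, cut at about 8.4% in these data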;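 further: 0% = DMSO-only wells with no growth and 100% = 10 µM 1-NA-PP1 full growth; inhibition rescues growth on 5-FOA so higher OD means more RAM inhibition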
Diaphorase inh: inhibits diaphorase or chemically oxidizes, flagging diaphorase assay artifacts; 190,000 tested, 0.69% active; inhibition, % at 20 µM; diaphorase resazurin-to-resorufin fluorescence, NADH, 16 min; bacterial (C. kluyveri) enzyme, not human;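 active means primary screen inhibition at 20 µM above a set limit, cut at about 50% in these data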;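 further: plate controls were DMSO with full reaction for no effect and wells lacking NADH for full effect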
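controls = No-NADH positive control and DMSO neutral control | system = Clostridium kluyveri diaphorase enzyme | timing = reaction incubation of 16 min at room temperature | signal = resorufin fluorescence 544/590 nm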
Redox H2O2 prof: compounds producing H2O2 with reducing agent – biochemical, NIH compound library profiling, artefact control for MLSCN library redox annotation, primary screen; DTT-dependent redox cycling H2O2, phenol red/HRP absorbance; 100% = 100 µM peroxide control, 0% = buffer; activation, % at 10 µM; 200,000 tested, 0.03% active; AID 878;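 active means activation of at least 50% relative to the plate's high and low controls in the primary single-dose screen; inactive means activation below 50%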;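 further: compound incubated with DTT at 0.8 mM final as the reducing agent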
* marks the source's active call; other numbers are inactive results; nt = not tested or not shown. Unless noted, no stated cut-off is given here; in the data, active means inhibition above about 50%; inactive means the rest.

SMILES	Lmaj promast	Hsp70 activator	PMI act satM6P	G6PDH CS	PMI act	Diaphorase act	S1P3 antagonist	TLR4-MyD88 BLA	RAM network inh	Diaphorase inh	Redox H2O2 prof
CCCS(=O)(=O)c1c(S(=O)(=O)CCC)c2c(C)cccn2c1C(N)=O	-5	1.1	0.9	5	1	0.9	nt	-8	0.6	12	0.9
Cc1ccc(-c2[nH]c3ccccc3c2SCCNC(=O)c2cc3ccccc3oc2=O)cc1	23	0.0	1	16	0.9	0.9	-11	0	6.8	13	0.4
CCOCCCNC(=O)c1ccc(N(C)S(=O)(=O)c2ccc(OC)cc2)cc1	4	0.1	1.1	4	1	1.1	nt	-1	-0.1	-5	5.1
NS(=O)(=O)c1ccc(CCNC(=S)Nc2ccccc2)cc1	3	-0.4	1	8	1	0.9	-24	-12	0.6	8	0.3
CCOC(=O)C1=C(C)NC2=C(C(=O)CC(C)(C)C2)C1c1ccc(N(C)C)cc1 (stereo unspecified)	11	-0.2	1.5	1	1.2	0.8	-4	2	-1.1	20	2.1
Cc1nn(CCC#N)c2nc(-c3ccccc3)cc(C(F)(F)F)c12	20	0.0	0.9	21	0.9	0.9	nt	-3	3.0	5	0.3
Cc1ccc(CN2CC34C=CC(O3)C(C(=O)NCc3ccc5c(c3)OCO5)C4C2=O)cc1 (stereo unspecified)	-1	-0.2	0.9	16	1	0.9	nt	8	-0.5	13	-0.2
CCOc1ccc(CCNC(=O)c2[nH]c(C)c(C(C)=O)c2CC)cc1OCC	5	-0.1	0.9	3	0.9	0.7	-18	8	1.1	28	0.1
Cc1ccc(S(=O)(=O)NC2OC(=O)C(Cl)=C2Cl)cc1 (stereo unspecified)	-7	-0.1	1.1	-6	1	0.9	15	4	1.2	6	-1.0
CSc1nc2n(n1)C(c1ccccn1)C1=C(CC(C)(C)CC1=O)N2 (stereo unspecified)	-2	-0.1	1	3	0.9	1	nt	5	-0.1	3	0.7
Cc1ccc(NC2=C(Cl)C(=O)OC2OC(=O)c2ccco2)c(C)c1 (stereo unspecified)	9	-0.1	nt	nt	nt	nt	nt	-8	1.4	nt	-0.2
COc1ccc(C(=O)NNC(=O)CSc2nnc(-c3ccc(O)cc3)n2C)cc1	0	0.0	1	-1	1	0.8	-3	-5	0.8	18	0.8
Cc1cc(NC(=O)CSc2ncn(-c3ccccc3)n2)no1	-1	-0.3	0.9	0	0.9	0.9	-8	-9	0.8	8	-5.3
CCCCN(CCCC)S(=O)(=O)c1ccc(NC(=O)CN2CCOCC2)cc1	4	-0.2	1	13	1	1	nt	-6	-1.6	5	-0.1
CSc1nnc(C)c(=O)n1COC(=O)COc1ccc(Cl)cc1Cl	-6	0.2	1	9	1.1	0.8	-9	1	-1.0	16	0.1
N#CCCn1c(SCC(=O)Nc2ccc(N3CCOCC3)cc2)nc2ccccc21	47	-0.5	1.2	-5	1.2	0.8	-2	1	0.9	24	0.5
O=C(NC1CCCCCCC1)c1ccc2c(c1)OCO2	10	0.0	0.8	-20	0.9	0.8	5	4	2.5	18	2.0
Cc1cc(N2C(=O)c3ccc(C(=O)NCc4ccccc4)cc3C2=O)no1	-3	-0.4	1.2	5	1.2	0.9	-6	1	-0.3	7	-0.7
Cn1c(=O)c2c(nc(SCCNS(=O)(=O)c3ccccc3)n2C)n(C)c1=O	3	-0.1	1	10	1	1	-5	-1	-0.3	2	-0.7
CNC(=O)CCSSCCC(=O)NC	-5	-0.1	1.1	2	1.1	1	-4	2	1.4	1	0.1
COc1ccc(N(C)C(=O)c2ccc3snnc3c2)cc1	-10	-0.4	1	-6	1	0.9	-4	10	1.0	8	-1.8
CN(c1ccccc1)S(=O)(=O)c1cccc(C(=O)Nc2ccc3c(c2)CCC3)c1	75*	0.0	1	-4	0.9	0.9	3	1	5.7	10	3.1
C/C(=N\OC(=O)c1c(-c2c(F)cccc2Cl)noc1C)c1nccs1	2	0.0	1	11	0.9	1	-4	-14	3.2	3	-0.9
COc1ccc(/C=N/NC(=O)CNC(=O)c2cccs2)cc1	9	-0.5	0.9	0	0.8	0.8	-2	1	-1.0	16	0.4
O=C1N=c2ccccc2=C1c1c(O)n(-c2cccc(F)c2)[nH]c1=O	61*	-0.3	0.6	23	0.8	0.7	-10	-7	4.2	27	0.0
Cc1nn(Cc2ccc(C(=O)N3c4ccc(F)cc4CCC3C)o2)c(C)c1Br (stereo unspecified)	32	-0.2	0.9	2	0.8	0.8	19	-8	5.6	18	-0.7
O=C1N(CC(=O)N2CCc3ccccc32)CCN1Cc1ccc(Cl)cc1	39	-0.4	1.1	-2	1	1	nt	14	0.6	4	0.1
CC(=O)c1cccc(NC(=O)c2cc(Cl)sc2Cl)c1	15	-0.2	0.9	-6	0.9	0.8	-6	-4	0.9	15	0.7
CC(=O)N1CCN(C(=O)CCc2nc3sc4c(c3c(=O)[nH]2)CCCC4)CC1	-8	-0.2	1	3	1	0.9	-4	10	0.5	14	-0.5
Cc1c(Cl)cccc1NC(=O)CSCC(N)=O	-5	-0.2	1	12	1	1	8	5	1.3	4	-0.2
COc1cc2c(cc1NC(=O)CSc1nnc(Cc3cccs3)n1Cc1ccco1)oc1ccccc12	91*	-0.2	0.8	3	0.8	0.8	nt	-5	4.5	21	0.6
O=C(CCN1CCN(c2ccccc2)CC1)N/N=C/c1ccccc1O	98*	-0.1	1.3	-10	1.1	0.9	-4	-2	3.9	8	-3.4
Oc1ccc(Cl)cc1C=Nc1ccc(Br)cc1	10	0.0	0.9	4	1	1	-5	0	0.4	-4	-2.1
Cc1cc(-c2n[nH]c(=S)o2)c(C)n1-c1ccccc1	-10	0.2	0.9	-2	0.9	0.9	nt	9	0.1	14	-4.0
COc1ccc(S(=O)(=O)c2cnc3ccccc3n2)cc1	11	-0.3	1.1	1	1.1	1	-5	1	6.6	-3	-0.3
CCSc1nnc(CCNC(=O)OC(C)(C)C)o1	-8	-0.3	1.1	4	1	1	nt	-13	0.5	4	0.1
CCN(c1ccccc1)S(=O)(=O)c1cc(C(=O)Nc2ccc(F)c(F)c2)ccc1F	27	-0.4	0.9	-11	0.8	0.8	-1	5	11*	15	1.0
CC1=C(C(N)=O)C(c2ccc(C)o2)C(C(N)=O)=C(C)N1	-6	0.5	0.9	20	0.9	0.8	-11	14	-0.2	20	4.0
COc1ccc(COc2cc(-c3cccc(OC)c3)nc3ccc(NC(=O)c4ccc(N(C)C)cc4)cc23)cc1	84*	0.2	1	15	1.1	1	-1	-8	5.5	0	-0.2
Cc1ccc(C)c(NC(=O)COC(=O)CNC(=O)c2ccccc2Cl)c1	-4	0.1	1	-2	1	0.9	-14	11	2.5	6	0.1
CCOC(=O)CSc1ncnc2c1sc1nc(N3CCOCC3)c3c(c12)CCCC3	5	-0.2	1	-5	1	1	nt	5	2.8	3	0.5
Cn1nnnc1SCCNCc1ccccc1OCc1ccc(Cl)cc1	18	-0.3	1	22	0.9	1	14	-23	0.0	-3	-0.1
COCCCNC(=O)/C=C/c1ccc(Cl)cc1	1	0.0	1	2	0.9	0.9	nt	-2	-0.3	8	-4.1
CC1(C)Cc2ccccc2-c2nnc(-c3ccc(O)cc3)n21	1	-0.2	0.9	9	1	0.9	-15	15	1.7	9	-2.0
COC(=O)c1ccc(COc2ccc(-c3nn[nH]n3)cc2)cc1	-6	0.2	0.9	0	0.9	0.8	5	-11	2.3	18	0.2
CCOCCCNC(=O)Cc1ccc(OC)c(OC)c1	-4	-0.4	0.9	2	1	0.9	-1	1	0.8	12	0.9
C=CCn1c(COc2ccccc2)nnc1SCC(=O)O	-2	-0.4	1	12	0.8	0.9	-19	-2	0.3	6	1.2
C/C(=N\NC(=O)CSCc1ccc(Cl)cc1)c1ccc2c(c1)OCCO2	-2	-0.3	1.1	2	1	0.9	nt	1	1.6	10	16
Cn1ccnc1C(O)c1cc(C(C)(C)C)c(O)c(C(C)(C)C)c1 (stereo unspecified)	48	-0.1	0.7	9	0.9	0.8	-1	4	-0.5	19	0.9
Cc1nn(C(=O)c2ccoc2C)c(N)c1-c1ccccc1	nt	nt	0.9	15	0.8	0.9	17	nt	nt	9	nt
CC(=O)Nc1ccc([N+](=O)[O-])cn1	-2	0.1	1	4	1	0.9	nt	3	1.5	14	-5.2
O=C(O)CNC(=O)c1cccc(C(F)(F)F)c1	-17	0.1	1	16	1.1	0.9	-7	1	1.7	10	-2.5
COc1ccc(C(=O)NCC(c2cccnc2)N2CCN(c3ccccc3)CC2)cc1OC (stereo unspecified)	81*	-0.4	1	2	1	0.9	1	-7	-1.0	12	0.0
Cc1cc(NC(=O)c2cc([N+](=O)[O-])cc([N+](=O)[O-])c2)n(-c2ccccc2)n1	89*	0.2	0.9	-5	0.9	0.8	-10	-5	0.6	17	-0.1
CC(C)N1CCC(N2CCN(C/C=C/c3ccccc3)CC2CCO)CC1 (stereo unspecified)	9	0.7	0.8	14	0.8	0.8	-21	5	0.0	18	-0.4
CCOC(=O)N1CCN(C(=O)c2ccccc2N(Cc2ccccc2)S(=O)(=O)c2ccc(OC)cc2)CC1	43	0.1	0.9	10	0.8	0.7	9	-8	0.1	30	-0.2
O=C(OCc1c(Cl)cccc1Cl)c1cccnc1Cl	-1	-0.2	0.9	10	0.9	0.8	nt	-5	0.7	20	0.1
CC(O)C(NS(=O)(=O)c1ccc(Cl)cc1)C(=O)OCC(=O)Nc1cccnc1Cl (stereo unspecified)	-6	-0.1	1	2	1.1	0.9	-22	8	0.6	10	-0.1

Ordered by value in PMI act (ascending): 3 from the list above.
mol,Hsp70 activator,PMI act satM6P,PMI act,S1P3 antagonist,TLR4-MyD88 BLA,RAM network inh,Diaphorase inh,Redox H2O2 prof
Cn1ccnc1C(O)c1cc(C(C)(C)C)c(O)c(C(C)(C)C)c1 (stereo unspecified),-0.1,0.7,0.9,-1,4,-0.5,19,0.9
COc1ccc(C(=O)NCC(c2cccnc2)N2CCN(c3ccccc3)CC2)cc1OC (stereo unspecified),-0.4,1,1,1,-7,-1.0,12,0.0
CC(O)C(NS(=O)(=O)c1ccc(Cl)cc1)C(=O)OCC(=O)Nc1cccnc1Cl (stereo unspecified),-0.1,1,1.1,-22,8,0.6,10,-0.1
